RAD52 inh: inhibitors of human RAD52 DNA annealing; P43351; recombinant RAD52 DNA annealing, FRET fluorescence; inhibition, % at 18.7 µM; 360,000 compounds, 0.46% hits; AID 651710;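 active = every replicate showing at least 50% inhibition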
Target sequence (P43351 whole entry, looked up): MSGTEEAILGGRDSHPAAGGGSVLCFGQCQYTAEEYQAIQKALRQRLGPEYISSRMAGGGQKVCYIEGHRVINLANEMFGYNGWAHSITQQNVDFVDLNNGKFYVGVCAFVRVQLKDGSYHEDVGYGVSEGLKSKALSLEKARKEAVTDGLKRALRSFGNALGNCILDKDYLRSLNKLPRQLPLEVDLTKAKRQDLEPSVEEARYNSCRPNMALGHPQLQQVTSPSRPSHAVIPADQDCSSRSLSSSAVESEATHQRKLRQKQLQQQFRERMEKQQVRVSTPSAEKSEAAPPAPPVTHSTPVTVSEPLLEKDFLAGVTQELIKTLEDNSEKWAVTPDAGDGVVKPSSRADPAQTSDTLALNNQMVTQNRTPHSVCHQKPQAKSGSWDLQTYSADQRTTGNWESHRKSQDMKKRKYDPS
RAD54 inh: inhibitors of human RAD54 branch migration. 360,000 compounds, 0.14% hits. inhibition, % at 10.4 µM. RAD54 Holliday junction branch migration, FAM/BHQ fluorescence;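 active = mean normalized replicate activity at least 40 and at least half of replicates scoring 40 or more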;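 note: 0% = median of neutral control wells and 100% = median of positive control wells; inhibitors cause a drop in the FAM fluorescence signal; in these data hits start at about 50%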
E-sel inducer: E-selectin induction on HUVECs. P16581. HUVEC E-selectin immunofluorescence imaging; normalized: neutral wells 0, TNF-alpha wells 100. activation, % at 7.58 µM. 260,000 compounds, 0.37% hits. AID 686992;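 active = mean E-selectin-positive cell signal at least 10% of the positive control, reached in at least 60% of replicates, without over 20% cell loss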;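 note: in these data hits start at about 27%; measured in HUVEC primary endothelial cells; signal is the percent of cells scored E-selectin positive by PE staining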
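System: HUVEC / Compound: single concentration / Signal: immunofluorescence imaging / Read-out: percent E-selectin-positive cells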
esBAF inh: SWI/SNF esBAF complex inhibition | mouse ES cells, Bmi1-luciferase knock-in reporter, 24 h; 100% = twice the neutral-well signal | AID 602393 | reporter increase, % at 12.5 µM | 350,000 compounds, 2% hits; in the data active = activation above about 40%;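 note: 0% = median of the plate's neutral control wells and 100% = double that signal; a rise in the Bmi1 reporter signal indicates esBAF inhibition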
Xi reactivation: activators of X-chromosome reactivation in mouse fibroblasts; activation, % at 7.58 µM; 360,000 compounds, 0.055% hits; AID 743238; XiGFP mouse fibroblasts, % GFP-positive cells imaging, 3 d; cells co-treated with 5-aza-dC sensitizer; scaled so ellipticine positive control = 100%;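 active = mean normalized replicate activation at least 10% and every replicate at or above 10%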;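 note: 0% = median of on-plate neutral control wells and 100% = ellipticine 6 µM median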
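assay system = SV40-immortalized XiGFP fibroblast cells, line 68-5-11 | buffer or medium = DMEM plus 5-aza-dC sensitizer | doses = single-point pinned compound dosing | times = 3-day compound exposure, then 15 min fixation at room temperature | benchmarks = positive control ellipticine, 6 µM final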
EWS-Fli block: blocks EWS/Fli oncoprotein-driven transcription; AID 651661; 350,000 compounds, 0.67% hits; inhibition, % at 12.6 µM; A673 NR0B1-luciferase reporter, viability-normalised;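 active = mean inhibition of at least 50% after viability correction, with every replicate also passing that limit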;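 note: firefly luciferase signal divided by Alamar Blue viability fluorescence both relative to DMSO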
FN deposition inh: fibronectin deposition inhibition; AH1F fibroblasts, Alexa488-fibronectin deposition fluorescence, overnight; inhibition, % at 12.6 µM; 350,000 compounds, 0.086% hits; AID 743247;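 active = mean inhibition across replicates of 30% or more, regardless of how many single replicates reach that level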;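 note: positive control wells lacked labelled fibronectin entirely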
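Test system: AH1F fibroblast monolayer depositing Alexa488-labelled fibronectin into matrix. Input: 10000 cells per well. Technique: fluorescence, ex 485 nm, em 525 nm. Buffer or medium: DMEM plus 2% serum, read in PBS. Timing: 1 h cell adhesion before compound, then overnight fibronectin incubation. Compound: single dose, pinned. Read-out basis: inhibition from reduced deposited-fibronectin fluorescence.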
S100A4 inh HTS: blocks human S100A4 binding to myosin IIA peptide. 360,000 compounds, 0.14% hits. S100A4/TAMRA-MyoIIA peptide fluorescence polarization. inhibition, % at 10.7 µM. AID 652163. P26447;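 active = mean inhibition of at least 70% across replicates, with every replicate also reaching that level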
Target sequence (P26447 whole entry, looked up): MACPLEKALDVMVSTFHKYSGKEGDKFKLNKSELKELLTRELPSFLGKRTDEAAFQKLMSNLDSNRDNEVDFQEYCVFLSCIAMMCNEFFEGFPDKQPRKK
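incubation = readout 5 min after mixing, signal stable up to 60 min | system = S100A4 monomer protein | buffer or medium = HEPES pH 7.2 with CaCl2, KCl, NaCl, DTT, Triton | benchmarks = neutral control DMSO, positive control TFP | also added = fluorescent myosin IIA peptide, 5 nM | compound dosing = one concentration per compound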
* marks the source's active call; other numbers are inactive results.

The opening two compounds, to show the layout:
How did COc1ccc(-c2cc(C(=O)N(C)CC(=O)Nc3ccccc3Br)c3ccccc3n2)cc1OC do in these assays?
RAD52 inh: 8; RAD54 inh: -6; E-sel inducer: -1.1; esBAF inh: 6; Xi reactivation: -0.1; EWS-Fli block: 2; FN deposition inh: 7; S100A4 inh HTS: -2

What do the screens show for `CO[C@H]1CN(C)C(=O)c2cc(NS(C)(=O)=O)ccc2OC[C@H](C)N(Cc2ccccn2)C[C@@H]1C`?
E-sel inducer: 0.3; esBAF inh: 0; Xi reactivation: 0.0; EWS-Fli block: -5; FN deposition inh: 3

The whole of this part (from the top)
How did COc1ccc(-c2cc(C(=O)N(C)CC(=O)Nc3ccccc3Br)c3ccccc3n2)cc1OC do in these assays?
RAD52 inh: 8; RAD54 inh: -6; E-sel inducer: -1.1; esBAF inh: 6; Xi reactivation: -0.1; EWS-Fli block: 2; FN deposition inh: 7; S100A4 inh HTS: -2

What do the screens show for `CO[C@H]1CN(C)C(=O)c2cc(NS(C)(=O)=O)ccc2OC[C@H](C)N(Cc2ccccn2)C[C@@H]1C`?
E-sel inducer: 0.3; esBAF inh: 0; Xi reactivation: 0.0; EWS-Fli block: -5; FN deposition inh: 3

Results for COc1cc(NC(=O)SC2=NCCS2)cc(OC)c1 ?
RAD52 inh: -12; RAD54 inh: 3; E-sel inducer: 0.0; esBAF inh: -3; Xi reactivation: 0.1; EWS-Fli block: 2; FN deposition inh: 0; S100A4 inh HTS: -13

What do the screens show for `COc1cc(OC)c(OC)cc1/C=C/C(=O)OCC(=O)Nc1c(C)n(C)n(-c2ccccc2)c1=O`?
RAD52 inh: -7; RAD54 inh: 0; esBAF inh: 0; Xi reactivation: 0.0; EWS-Fli block: -6; FN deposition inh: 0; S100A4 inh HTS: 1

How did Cc1ccc(S(N)(=O)=O)cc1NC(=O)c1ccc2c3c(cccc13)CC2 do in these assays?
RAD52 inh: -18; RAD54 inh: 3; E-sel inducer: 0.0; esBAF inh: 2; Xi reactivation: 0.0; EWS-Fli block: -2; FN deposition inh: 19; S100A4 inh HTS: -1

How did Cc1ccc(C(=O)NCC2CCCO2)cc1[N+](=O)[O-] (stereo not given) do in these assays?
RAD52 inh: -11; RAD54 inh: -2; Xi reactivation: 1.5; EWS-Fli block: -2; FN deposition inh: -6; S100A4 inh HTS: 3

How did CC1CN(S(=O)(=O)c2cccc(C(F)(F)F)c2)CC(C)O1 (stereo not given) do in these assays?
RAD52 inh: -1; RAD54 inh: -8; E-sel inducer: 0.4; esBAF inh: 0; Xi reactivation: 4.0; EWS-Fli block: 12; FN deposition inh: -14; S100A4 inh HTS: 0

What do the screens show for `COc1ccc(C(C)=O)cc1CSc1nncn1C`?
RAD52 inh: -8; E-sel inducer: 0.0; Xi reactivation: -0.1; EWS-Fli block: 16; FN deposition inh: 8; S100A4 inh HTS: -9

How did CC(=O)Nc1ccc(S(=O)(=O)NC2CCSc3ccccc32)cc1 (stereo not given) do in these assays?
RAD52 inh: -16; RAD54 inh: -2; esBAF inh: -4; Xi reactivation: 0.2; FN deposition inh: 20; S100A4 inh HTS: 0

What do the screens show for `COc1ccccc1-c1cc(NC=O)c2ncc(-c3cccc(C(=O)N(C)C)c3)n2c1`?
RAD52 inh: -214; RAD54 inh: 0; esBAF inh: 4; Xi reactivation: 0.1; EWS-Fli block: 49; FN deposition inh: 7; S100A4 inh HTS: 1

What do the screens show for `O=C(Nc1nnc(S(=O)(=O)Nc2ccccc2)s1)c1ccccc1Cl`?
RAD52 inh: -6; RAD54 inh: -5; E-sel inducer: -0.3; esBAF inh: 3; Xi reactivation: 0.0; EWS-Fli block: 6; FN deposition inh: -1; S100A4 inh HTS: 9

Results for COc1ccc(-c2nn(-c3ccccc3)cc2/C=C2/SC(=S)N(CCCC(=O)O)C2=O)c(C)c1 ?
RAD52 inh: -157; RAD54 inh: -1; esBAF inh: -50; Xi reactivation: 0.0; EWS-Fli block: -1; FN deposition inh: -15; S100A4 inh HTS: 0

How did CCOc1ccc(/C=N/Nc2ccccc2)cc1 do in these assays?
RAD52 inh: -14; RAD54 inh: -9; E-sel inducer: 0.4; esBAF inh: 27; Xi reactivation: 0.0; EWS-Fli block: -29; FN deposition inh: 1; S100A4 inh HTS: -7

What do the screens show for `O=C(CCC(=O)Nc1nnc(C2CCCCC2)s1)Nc1ccc(F)cc1`?
RAD52 inh: 8; E-sel inducer: 0.4; Xi reactivation: 0.0; FN deposition inh: -7; S100A4 inh HTS: -4

How did COc1cccc(NC(=O)CS(=O)(=O)c2cccc3nsnc23)c1 do in these assays?
RAD52 inh: 2; RAD54 inh: -22; esBAF inh: 0; Xi reactivation: 0.0; EWS-Fli block: 4; FN deposition inh: 0; S100A4 inh HTS: -2

How did Cn1cccc1/C=N\NC(=O)C1COc2ccc(C(C)(C)C)cc2O1 (stereo not given) do in these assays?
RAD52 inh: -6; RAD54 inh: 3; esBAF inh: 17; Xi reactivation: 0.1; EWS-Fli block: 2; FN deposition inh: -10; S100A4 inh HTS: 2

Results for Cc1noc(C)c1NC(=O)Nc1ccc2c(c1)C(=O)N([C@@H](C)CO)C[C@H](C)[C@@H](CN(C)Cc1ccc3c(c1)OCO3)OCCCC[C@H](C)O2 ?
RAD52 inh: 7; RAD54 inh: -5; E-sel inducer: 0.2; esBAF inh: -3; Xi reactivation: 0.2; EWS-Fli block: -5; FN deposition inh: 2; S100A4 inh HTS: 9

How did CCOC(=O)c1ccccc1NC(=O)c1cn(CC)c2nc(C)ccc2c1=O do in these assays?
RAD52 inh: 7; E-sel inducer: 2.5; esBAF inh: 6; Xi reactivation: 0.0; EWS-Fli block: -6; FN deposition inh: -5; S100A4 inh HTS: -1

How did C[C@H](O)C#Cc1ccc2c(c1)O[C@@H](CN(C)Cc1cncnc1)[C@@H](C)CN([C@H](C)CO)S2(=O)=O do in these assays?
RAD52 inh: -4; RAD54 inh: -3; E-sel inducer: -0.5; esBAF inh: 2; Xi reactivation: 0.0; EWS-Fli block: -2; FN deposition inh: -9; S100A4 inh HTS: 15

How did C#CCN(C[C@H]1[C@H](OC(=O)NC2CCCC2)[C@H](OC(=O)NC2CCCC2)C[C@H]2C(=O)N(c3ccccc3)C(=O)[C@@H]12)S(=O)(=O)c1ccc(C)cc1 do in these assays?
RAD52 inh: -21; RAD54 inh: 6; E-sel inducer: 0.5; esBAF inh: 5; Xi reactivation: 0.1; EWS-Fli block: 5; FN deposition inh: 2; S100A4 inh HTS: 5

Results for CO[C@@H]1CN(C)C(=O)c2ccc(NC(=O)Nc3c(C)noc3C)cc2OC[C@H](C)NC[C@@H]1C ?
RAD52 inh: -4; RAD54 inh: 10; E-sel inducer: -0.1; esBAF inh: 1; Xi reactivation: 0.0; EWS-Fli block: -2; FN deposition inh: -4; S100A4 inh HTS: -4

How did COc1ccc(Nc2nc(N)nc(SCc3nnc(C)s3)n2)cc1 do in these assays?
RAD52 inh: -3; RAD54 inh: 1; esBAF inh: 30; S100A4 inh HTS: -4

How did CCOc1ccccc1C(=O)N[C@H](C(=O)OCC(=O)Nc1nnc(-c2ccccc2)o1)C(C)C do in these assays?
RAD52 inh: -38; E-sel inducer: 0.3; Xi reactivation: 0.1; EWS-Fli block: 1; FN deposition inh: -2; S100A4 inh HTS: 2

What do the screens show for `Cc1c(C#N)sc(C(N)=O)c1C`?
RAD52 inh: -11; E-sel inducer: 12; Xi reactivation: 0.0; EWS-Fli block: 13; FN deposition inh: -1; S100A4 inh HTS: -9

Results for O=C(/C=C/[C@H]1O[C@@H](n2ccc(=O)[nH]c2=O)[C@H](O)[C@@H]1O)NCc1cccc2ccccc12 ?
RAD52 inh: -6; RAD54 inh: -2; E-sel inducer: 0.0; esBAF inh: 3; Xi reactivation: 0.2; EWS-Fli block: -1; FN deposition inh: -8; S100A4 inh HTS: -2

What do the screens show for `COc1ccc(C(C)(O)c2nc(-c3ccccc3OC)cs2)cc1` (stereo not given)?
RAD52 inh: -11; RAD54 inh: 9; E-sel inducer: 0.7; esBAF inh: 0; Xi reactivation: 0.1; EWS-Fli block: 15; FN deposition inh: -6; S100A4 inh HTS: 3

Results for Cc1ccc(NC(=S)N/N=C/c2c(C)nn(-c3ccccc3)c2N2CCCC2)cc1 ?
RAD52 inh: -10; Xi reactivation: 0.0; EWS-Fli block: -3; FN deposition inh: 12; S100A4 inh HTS: 2

What do the screens show for `CCOC(=O)c1c(/N=C/c2ccc(C)cc2O)sc2c1CCN(C)C2`?
RAD52 inh: -5; RAD54 inh: 5; E-sel inducer: 4.4; esBAF inh: -11; Xi reactivation: -0.1; EWS-Fli block: -3; FN deposition inh: 4; S100A4 inh HTS: -8

How did O=C(NNS(=O)(=O)c1ccccc1Cl)C1COc2ccccc2O1 (stereo not given) do in these assays?
RAD52 inh: -2; RAD54 inh: 16; E-sel inducer: 0.7; esBAF inh: 5; Xi reactivation: 0.2; EWS-Fli block: 0; FN deposition inh: 0; S100A4 inh HTS: 2

Results for CCOC(=O)Cc1c[nH]c2ccc([N+](=O)[O-])cc12 ?
RAD52 inh: -7; RAD54 inh: 2; E-sel inducer: -0.2; esBAF inh: -9; Xi reactivation: 0.1; EWS-Fli block: 5; FN deposition inh: 7; S100A4 inh HTS: -16

Results for O=C(Nc1ccccc1F)N[C@@H]1CC[C@H](CCNS(=O)(=O)c2ccccc2)O[C@@H]1CO ?
RAD52 inh: 8; RAD54 inh: 6; E-sel inducer: -0.2; esBAF inh: 2; Xi reactivation: 1.0; EWS-Fli block: -7; S100A4 inh HTS: -8

Results for Cc1cc(C)n(-c2ccc(NC(=O)C3CCCCN3C(=O)c3ccc(C)s3)cc2)n1 (stereo not given) ?
RAD52 inh: -14; RAD54 inh: 0; E-sel inducer: -0.7; esBAF inh: 11; Xi reactivation: 0.0; EWS-Fli block: -4; S100A4 inh HTS: -3

What do the screens show for `COC(=O)COc1ccc(S(=O)(=O)Nc2ccccc2C(=O)OC)cc1`?
RAD52 inh: 2; RAD54 inh: -2; esBAF inh: -2; S100A4 inh HTS: -6

What do the screens show for `O=C(Nc1cccc(Cl)c1)NC1CC2CCC1C2` (stereo not given)?
RAD52 inh: -5; RAD54 inh: 2; E-sel inducer: 0.5; esBAF inh: 50*; Xi reactivation: 0.1; EWS-Fli block: -76; FN deposition inh: -1; S100A4 inh HTS: -1

How did Cc1ccc(CNS(=O)(=O)c2ccc3c(c2)N(C)CCO3)cc1 do in these assays?
RAD52 inh: -9; RAD54 inh: 3; E-sel inducer: 5.9; esBAF inh: -7; Xi reactivation: 0.0; EWS-Fli block: 3; FN deposition inh: 5; S100A4 inh HTS: -6

Results for Cc1ccc2nc(N3CCOCC3)c3nncn3c2c1 ?
RAD52 inh: -15; RAD54 inh: 0; E-sel inducer: -0.1; esBAF inh: -38; Xi reactivation: -0.1; EWS-Fli block: -18; FN deposition inh: 19; S100A4 inh HTS: 0

What do the screens show for `CC(C)OCCCNC(=O)C1CCC(=O)N1C1CCCC1` (stereo not given)?
RAD52 inh: -13; RAD54 inh: 9; esBAF inh: -1; EWS-Fli block: -1; S100A4 inh HTS: -6

Assay outcomes: PubChem BioAssay, Broad Institute
